Cycloheximide cs: counter-screen hit for Shiga toxin inhibitors, cycloheximide; AID 2314; max response, %; cell reporter, cycloheximide protein synthesis inhibition counterscreen; 300,000 compounds, 12% hits; in the data active means max response mostly above about 13%, no sharp cut-off; inactive means mostly below about 14%; further: read at 38.3 µM for the half of the compounds with a filed dose; 0% is about no effect
Shiga toxin inh: inhibitors of Shiga toxin in Vero cells | Vero cells, Shiga toxin protein synthesis inhibition reporter | inhibition, % at 38.7 µM | 290,000 compounds, 9.2% hits; in the data active means inhibition mostly above about 28%, no sharp cut-off; inactive means mostly below about 43%; further: 0% is about no effect
LmPK inhibitor: inhibitors of Leishmania mexicana pyruvate kinase | Q27686 | purified LmPK, Kinase-Glo ATP luminescence, 1 h | Potency, µM (top dose mostly 57.5 µM), for the others: at the highest dose activity change, negative = inhibition, most hits filed as inhibitors | 290,000 compounds, 0.37% hits | AID 1721; active means well fitted inhibition curve with a large enough effect; further: potency means the concentration at half of the fitted maximal effect; on the % scale 0 is the no-effect control and ±100 the full control effect
Target sequence (Q27686 whole entry, looked up): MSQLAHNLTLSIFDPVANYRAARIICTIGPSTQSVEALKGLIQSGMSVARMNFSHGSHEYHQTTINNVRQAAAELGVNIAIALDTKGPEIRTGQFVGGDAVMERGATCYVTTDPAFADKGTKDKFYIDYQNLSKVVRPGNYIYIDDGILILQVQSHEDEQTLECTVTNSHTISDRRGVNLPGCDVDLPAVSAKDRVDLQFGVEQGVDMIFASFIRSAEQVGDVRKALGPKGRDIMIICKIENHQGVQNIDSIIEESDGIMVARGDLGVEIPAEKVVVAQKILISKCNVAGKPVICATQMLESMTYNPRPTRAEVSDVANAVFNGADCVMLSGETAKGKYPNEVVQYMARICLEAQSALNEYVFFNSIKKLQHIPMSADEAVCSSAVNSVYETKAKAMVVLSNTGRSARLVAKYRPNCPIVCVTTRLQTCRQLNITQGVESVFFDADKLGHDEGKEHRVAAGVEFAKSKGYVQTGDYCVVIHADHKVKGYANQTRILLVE
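0.1 nM LmPK, 0.5 mM PEP, 0.1 mM ADP; 50 mM imidazole pH 7.2, 7 mM MgCl2, 50 mM KCl; 1 h RT. Kinase-Glo luminescence readout, normalized to no-enzyme (full inhibition) and uninhibited wells.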
* marks the source's active call; other numbers are inactive results; / = no result given; & = joins results of further samples; [ ] = another dose, or the depositor's remark. These rows are one share of the data, so the mix of outcomes need not match the whole.

SMILES	Cycloheximide cs	Shiga toxin inh	LmPK inhibitor
CC#CCN1c2ccccc2[C@]23C[C@@H](C(=O)OC)N(S(=O)(=O)c4cccs4)C2=NC(C(=O)OC)=C(C(=O)OC)[C@H]13	/	/	2%[11.5 µM]
COC(=O)N1C(/C=C/C=C/c2ccc(OC)cc2)=Cc2ccccc2C1CC(C)=O (stereo unspecified)	/	/	-2%[11.5 µM]
COC(=O)C[C@H]1c2ccccc2C2=C(C[C@@H](C)[C@H]3C(=O)N(c4ccccc4)C(=O)[C@@H]23)N1C(=O)OC	/	/	1%&1%[11.5 µM]
CCCCc1nc2c(c3c1C[C@H](C)OC3)CN(C(=O)NCc1ccco1)CC2	/	/	5%[11.5 µM]
CCCCc1nc2c(c3c1C[C@H](C)OC3)CN(S(=O)(=O)c1ccc(C#N)cc1)CC2	/	/	-7%[11.5 µM]
C[C@H]1Cc2c(-c3ccccc3)nc3c(c2CO1)CN(C(=O)c1ccco1)CC3	/	/	-5%[11.5 µM]
CCCCc1cc2c(cn1)=C(OC(=O)C1CCCC1)C(C)(OC(=O)CC)C(=O)C=2 (stereo unspecified)	/	/	1%[11.5 µM]
CCCCc1cc2c(cn1)=C(OC(=O)c1ccco1)C(C)(OC(=O)CC)C(=O)C=2 (stereo unspecified)	/	/	1%[11.5 µM]
COc1ccc(-c2nc3c(c4c2C[C@H](c2ccccc2)OC4)CN(C(=O)c2ccco2)CC3)c(C)c1	/	/	4%[11.5 µM]
COC(=O)C1=C(C(=O)OC)[C@@H]2Nc3ccccc3[C@@]23C[C@@H](C(=O)OC)N(S(=O)(=O)c2ccc([N+](=O)[O-])cc2)C3=N1	/	/	0%[11.5 µM]
COc1ccc(-c2nc3c(c4c2C[C@H](c2ccccc2)OC4)CN(C(=O)N[C@@H](C)c2ccccc2)CC3)c(C)c1	/	/	-3%[11.5 µM]
CCCCc1nc2c(c3c1C[C@H](C)OC3)CN(C(=O)COC)CC2	/	/	-2%[11.5 µM]
Cc1ccc(S(=O)(=O)N2CCc3nc(-c4ccccc4)c4c(c3C2)CO[C@@H](C)C4)cc1	/	/	-5%[11.5 µM]
COc1ccc(-c2nc3c(c4c2C[C@H](c2ccccc2)OC4)CN(C(=O)NCc2ccco2)CC3)c(C)c1	/	/	2%[11.5 µM]
COC(=O)CCC(=O)OC1(C)C(=O)C=C2C=C(C3CC3)N(c3ccc(CO)cc3)C=C2C1=O (stereo unspecified)	/	/	-5%[11.5 µM]
COC/C=C/C1=CC2=CC(=O)C(C)(OC(=O)c3cnc4ccccc4n3)C(=O)C2=CN1Cc1ccc2c(c1)OCO2 (stereo unspecified)	/	/	-2%[11.5 µM]
CC(C)OCCCN1C=C2C(=O)C(C)(OC(=O)C3CCCC3)C(=O)C=C2C=C1c1ccsc1 (stereo unspecified)	/	/	-4%[11.5 µM]
COC(=O)CCCC1=CC2=CC(=O)C(C)(OC(=O)c3cccs3)C(=O)C2=CN1C(CO)CO (stereo unspecified)	/	/	-2%[11.5 µM]
COC(=O)C1=C(C(=O)OC)[C@@H]2Nc3ccccc3[C@@]23C[C@@H](C(=O)OC)N(S(=O)(=O)c2ccc(Br)cc2)C3=N1	/	/	-1%[11.5 µM]
CCC(=O)N1C2=C(c3ccccc3[C@@H]1CC(=O)Nc1ccc3ccccc3c1)[C@@H]1C(=O)N(c3ccccc3)C(=O)[C@@H]1[C@H](C)C2	/	/	-1%[11.5 µM]
CCCCc1nc2c(c3c1C[C@H](C)OC3)CN(C(=O)N[C@H](C(=O)OC)C(C)C)CC2	/	/	-1%[11.5 µM]
CCCCc1nc2c(c3c1C[C@H](C)OC3)CN(C(=O)NCCc1c[nH]c3ccccc13)CC2	/	/	-2%[11.5 µM]
CCOC(=O)C(c1ccc(OC)c(OC)c1)C1c2ccccc2C=C(C)N1C(=O)OC (stereo unspecified)	/	/	-5%[11.5 µM]
CCCCc1nc2c(c3c1C[C@H](C)OC3)CN(S(=O)(=O)c1ccc3c(c1)OCCN3C)CC2	/	/	0%[11.5 µM]
COCC(=O)N1CCc2nc(-c3ccccc3)c3c(c2C1)CO[C@@H](C)C3	/	/	-3%[11.5 µM]
CCCCc1nc2c(c3c1C[C@H](C)OC3)CN(C(=O)C1CC1)CC2	/	/	-3%[11.5 µM]
Cc1noc(C)c1S(=O)(=O)N1CCc2nc(-c3ccccc3)c3c(c2C1)CO[C@@H](C)C3	/	/	-1%[11.5 µM]
COC(=O)C1=C(C(=O)OC)[C@@H]2N(C)c3ccccc3[C@@]23C[C@@H](CO)N(C(=O)c2cc(C)oc2C)C3=N1	/	/	-3%[11.5 µM]
COC(=O)CC1c2ccccc2C=C(C2CC2)N1C(=O)OC (stereo unspecified)	/	/	-9%[11.5 µM]
COC(=O)C1=C(C(=O)OC)[C@@H]2N(C)c3ccc(OC)cc3[C@@]23C[C@@H](C(=O)OC)N(S(=O)(=O)c2ccc(C)cc2)C3=N1	/	/	-2%[11.5 µM]
COc1cccc(CC(=O)N2CCc3nc(-c4ccc(OC)cc4C)c4c(c3C2)CO[C@@H](c2ccccc2)C4)c1	/	/	-1%[11.5 µM]
COC(=O)C1=C(C(=O)OC)[C@@H]2N(C)c3ccccc3[C@@]23C[C@@H](C(=O)OC)N(S(=O)(=O)c2ccc([N+](=O)[O-])cc2)C3=N1	/	/	4%[11.5 µM]
COc1ccc(-c2nc3c(c4c2C[C@H](c2ccccc2)OC4)CN(C(=O)c2cccnc2)CC3)c(C)c1	/	/	-2%[11.5 µM]
COC(=O)CC1c2ccccc2C(Cc2ccc3c(c2)OCO3)=C(C)N1C(=O)OC (stereo unspecified)	/	/	0%[11.5 µM]
C=CCNC(=O)N1CCc2nc(-c3ccccc3)c3c(c2C1)CO[C@@H](C)C3	/	/	4%[11.5 µM]
COc1ccc(-c2nc3c(c4c2C[C@H](c2ccccc2)OC4)CN(C(=O)c2cc(I)ccc2F)CC3)c(C)c1	/	/	-3%[11.5 µM]
COC(=O)[C@@H](NC(=O)N1CCc2nc(-c3ccc(OC)cc3C)c3c(c2C1)CO[C@@H](c1ccccc1)C3)C(C)C	/	/	0%[11.5 µM]
C=CC1=C2C=C(C3CC3)N(Cc3ccco3)C=C2C(=O)C(C)(OC(=O)c2ccco2)C1=O (stereo unspecified)	/	/	-2%[11.5 µM]
CCCCCCCC1=Cc2ccccc2C(C(C(=O)OC)C(=O)OC)N1C(=O)OC (stereo unspecified)	/	/	-3%[11.5 µM]
CCCCc1nc2c(c3c1C[C@H](C)OC3)CN(S(=O)(=O)c1ccccc1C(=O)OC)CC2	/	/	0%[11.5 µM]
C[C@H]1Cc2c(COc3ccccc3)nc3c(c2CO1)CN(C(=O)C1CC1)CC3	/	/	-13%[11.5 µM]
CCC1CC=CC2C1C(=O)N(Cc1ccccc1)C2c1ccc(C(F)(F)F)cc1 (stereo unspecified)	2	0	/
Cc1ccc2c(=O)c3ccccc3n(CCCN)c2c1C	-3&-2	-8&-20	/
Cc1cn(C2CC3OCC(NC(=O)C4CCCN4C(=O)OC(C)(C)C)C3O2)c(=O)[nH]c1=O (stereo unspecified)	-1	-10	/
C=C1CCN(C(C)C(=O)OCc2cccc(C)c2)S(=O)(=O)c2ccccc21 (stereo unspecified)	-8	8	/
CC(=O)Nc1ccn(C2OC(C(COC(C)=O)NC(=O)C(Cc3ccccc3)NC(=O)OC(C)(C)C)C(OC(C)=O)C2OC(C)=O)c(=O)n1 (stereo unspecified)	-5	2	/
Cc1noc(C)c1-c1ccc2ncnc(NC3CCCc4ccccc43)c2c1 (stereo unspecified)	-4	-2	/
Oc1ccc(Cl)cc1C1C=C(c2ccc3c(c2)OCO3)NC(c2cc(Br)ccc2F)N1 (stereo unspecified)	31*	83*	/
CCCCCCCCCCCCCCCC(=O)N[C@@H](COP(=O)(O)O)C(=O)O	-8	-15	/
O=S(=O)(c1ccc(Cl)cc1)N1CCN(S(=O)(=O)c2ccc3c(c2)OCCO3)CC1	-8	-7	/

The results go on:
SMILES	Cycloheximide cs	Shiga toxin inh	LmPK inhibitor
O=C(NCCCCN1CCOCC1)c1cc2ccccc2o1	4	-21	/
CC(C)(C)C(=O)OCOP(=O)(OCOC(=O)C(C)(C)C)C(C)(Oc1ccc(O)cc1)P(=O)(OCOC(=O)C(C)(C)C)OCOC(=O)C(C)(C)C	16	2	/
CC(C)CC(NC(=O)NC(CCC(=O)O)C(=O)O)C(=O)O (stereo unspecified)	-3	-7	/
C[C@@H]1C(=O)N(S(=O)(=O)c2ccc([N+](=O)[O-])cc2)[C@H]1c1ccc(F)cc1	-2	-11	/
CN1CCC(=O)N(C(CSc2ccc(Br)cc2)c2ccccc2)CC1 (stereo unspecified)	33*	83*	/
CC[C@H](C)[C@H](NC(=O)[C@@H]1CCCN1C(=O)[C@H](C)NC(=O)[C@H](CC(N)=O)NC(=O)[C@@H]1CCCN1C(=O)[C@@H]1CCCN1C(=O)[C@H](CCCN=C(N)N)NC(=O)[C@H](Cc1ccc(O)cc1)NC(=O)[C@H](C)NC(=O)[C@@H]1CCCN1C(=O)[C@@H]1CCCN1C(=O)[C@@H](N)[C@@H](C)O)C(=O)N[C@@H](CC(C)C)C(=O)O	-2	-6	/
NS(=O)(=O)Nc1cccc2cccnc12	-6	-8	/
Cc1cc2c(s1)c1cnn(Cc3ccc(C)c(F)c3F)c(=O)c1n2C	-7	-5	/
CN(C)C1CSSSC1	-3	-7	/
CC(C)(N)C(=O)N[C@@H](Cc1cnc[nH]1)C(=O)N[C@H](Cc1ccc2ccccc2c1)C(=O)N[C@H](Cc1ccccc1)C(=O)N[C@@H](CCCCN)C(N)=O	10	3	/

13 entries already listed, arranged by length of the SMILES, lowest first.
SMILES	Cycloheximide cs	Shiga toxin inh	LmPK inhibitor
CN(C)C1CSSSC1	-3	-7	/
CC(C)CC(NC(=O)NC(CCC(=O)O)C(=O)O)C(=O)O (stereo unspecified)	-3	-7	/
CN1CCC(=O)N(C(CSc2ccc(Br)cc2)c2ccccc2)CC1 (stereo unspecified)	33*	83*	/
Cc1noc(C)c1-c1ccc2ncnc(NC3CCCc4ccccc43)c2c1 (stereo unspecified)	-4	-2	/
Cc1cc2c(s1)c1cnn(Cc3ccc(C)c(F)c3F)c(=O)c1n2C	-7	-5	/
CCCCCCCCCCCCCCCC(=O)N[C@@H](COP(=O)(O)O)C(=O)O	-8	-15	/
C=C1CCN(C(C)C(=O)OCc2cccc(C)c2)S(=O)(=O)c2ccccc21 (stereo unspecified)	-8	8	/
Oc1ccc(Cl)cc1C1C=C(c2ccc3c(c2)OCO3)NC(c2cc(Br)ccc2F)N1 (stereo unspecified)	31*	83*	/
O=S(=O)(c1ccc(Cl)cc1)N1CCN(S(=O)(=O)c2ccc3c(c2)OCCO3)CC1	-8	-7	/
C[C@@H]1C(=O)N(S(=O)(=O)c2ccc([N+](=O)[O-])cc2)[C@H]1c1ccc(F)cc1	-2	-11	/
CC(=O)Nc1ccn(C2OC(C(COC(C)=O)NC(=O)C(Cc3ccccc3)NC(=O)OC(C)(C)C)C(OC(C)=O)C2OC(C)=O)c(=O)n1 (stereo unspecified)	-5	2	/
CC(C)(C)C(=O)OCOP(=O)(OCOC(=O)C(C)(C)C)C(C)(Oc1ccc(O)cc1)P(=O)(OCOC(=O)C(C)(C)C)OCOC(=O)C(C)(C)C	16	2	/
CC(C)(N)C(=O)N[C@@H](Cc1cnc[nH]1)C(=O)N[C@H](Cc1ccc2ccccc2c1)C(=O)N[C@H](Cc1ccccc1)C(=O)N[C@@H](CCCCN)C(N)=O	10	3	/

Further records follow.
SMILES	Cycloheximide cs	Shiga toxin inh	LmPK inhibitor
CC[C@H](C)[C@H](NC(=O)[C@H](CO)NC(=O)[C@@H](NC(=O)[C@H](CO)NC(=O)[C@@H](NC(=O)[C@H](CC(N)=O)NC(=O)[C@H](Cc1ccccc1)NC(=O)[C@H](CO)NC(=O)[C@H](CS)NC(=O)[C@H](CC(N)=O)NC(=O)[C@H](CCCCN)NC(=O)[C@@H](NC(=O)[C@H](CCC(=O)O)NC(=O)CN)[C@@H](C)CC)[C@@H](C)CC)[C@@H](C)O)C(=O)N[C@@H](CCCN=C(N)N)C(=O)O	-6	-3	/
COc1ccc(-c2ccc(OC)c(C3C4C=CCCC4(C)C(=O)N3Cc3ccccc3)c2)cc1 (stereo unspecified)	6	-3	/
CC(C)CC(CSc1ccc(Br)cc1)N1CCN(CC(C)C)CCC1=O (stereo unspecified)	80*	108*	/
CO[C@H]1C([C@@]2(C)O[C@@H]2CC=C(C)C)[C@]2(CC[C@H]1OC(=O)/C=C/C=C/C=C/C=C/C(=O)O)CO2 (stereo partly specified)	13	-7	/
Cc1c(C(=O)c2cccc3ccccc23)c2cccc3c2n1[C@@H](CN1CCOCC1)CO3	-3	-15	/
CC(=O)Nc1ccn(C2OC(C(COC(C)=O)NC(=O)C(CCCCNC(=O)OCc3ccccc3)NC(=O)OC(C)(C)C)C(OC(C)=O)C2OC(C)=O)c(=O)n1 (stereo unspecified)	6	-5	/
Cc1ccc(-c2c(C3C4C=CCC(C)C4C(=O)N3Cc3ccccc3)ccc3ccccc23)cc1 (stereo unspecified)	8	-7	/

Screening results (PubChem BioAssay)
